Screens from PubChem BioAssay.
GALR2 blocker: GALR2 antagonists in receptor-expressing cells, primary screen | Galanin receptor type 2 (Homo sapiens), O43603 | antagonist mode | inhibition, % at 4 µM | hit rate 0.39% among 140,000; in the data active means inhibition above about 27%;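 further: cells stimulated with galanin 1-16 at roughly its EC80; 0% = agonist challenge control and 100% = basal control without agonist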
Target sequence (O43603 whole entry, looked up): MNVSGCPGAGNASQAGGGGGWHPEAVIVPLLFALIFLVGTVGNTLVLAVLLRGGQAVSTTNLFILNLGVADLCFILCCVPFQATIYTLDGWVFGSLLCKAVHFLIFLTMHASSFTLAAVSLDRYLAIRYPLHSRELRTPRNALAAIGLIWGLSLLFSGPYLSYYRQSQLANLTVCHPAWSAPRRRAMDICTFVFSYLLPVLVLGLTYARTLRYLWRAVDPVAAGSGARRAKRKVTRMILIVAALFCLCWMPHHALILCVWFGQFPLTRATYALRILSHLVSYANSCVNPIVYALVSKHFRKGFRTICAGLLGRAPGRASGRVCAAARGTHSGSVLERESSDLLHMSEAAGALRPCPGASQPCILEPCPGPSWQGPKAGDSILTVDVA
Phagocyt inh: inhibitors of macrophage phagocytosis, primary screen, imaging, J774A.1 cells, IgG beads. J774A.1 macrophage IgG-bead phagocytosis. inhibition, % at 5 µM. hit rate 0.07% among 110,000. AID 1029, 2008;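 active means inhibition above the mean of the plate negative controls plus 5 SD, cut at about 13% in these data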;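 further: phagocytic index as fraction of beads internalized from green versus red external bead signal; plate controls were DMSO negative control for no effect and cytochalasin-D positive control for full effect; some results beyond the cut were filed as inactive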
PTEN del growth: growth suppression of PTEN-null HCT116, primary screen, cell-based, CellTiter-Glo. HCT116 PTEN-null viability, 60 h; active compounds read low. viability, % at 10 µM. hit rate 1.2% among 140,000;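 active means viability at or below a set limit, 4 SD under the median of all tested compounds, cut at about 3.7% in these data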;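 further: PTEN knockout HCT116 line with beta catenin targeted HCT116 as companion control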
MRP1 act: H69AR viability gain despite doxorubicin, primary screen, MRP-1 activator project, H69AR cells, CellTiter-Glo; viability increase, % at 10 µM; hit rate 0.61% among 140,000; AID 799, 2007; viability rescue;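 active means viability gain under doxorubicin at or above a set limit, the compound median plus 3 SD, cut at about 4.7% in these data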;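 further: MRP-1 overexpressing cells given doxorubicin 25 µM after compound pretreatment; 18-22 h compound pretreatment then 72 h with doxorubicin before readout; 0% = doxorubicin-only wells and 100% = vehicle-treated cells without doxorubicin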
BB579 growth dn: growth inhibitors of yeast BB579 in restrictive medium, primary screen, yeast lifespan-shortening project, S. cerevisiae; hit rate 0.51% among 140,000; OD615, 48 h; inhibition, % at 10 µM;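 active means inhibition above a set limit, 3 SD over the mean compound inhibition, cut at about 44% in these data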; further: inactives centre near -24
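System: Saccharomyces cerevisiae DeaD strain BB579, replicative lifespan model yeast | Buffer or medium: Restrictive glucose-based CSMM-D medium | Times: 4 h preincubation and 48 h exposure at 30 °C | Detection: OD615 turbidity measurement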
Measles CPE: compounds protecting cells from measles virus cytopathic effect, primary screen, measles RdRp inhibitor project, single point, MLSMR library, absorbance. Measles virus-infected cells, CPE protection. protection (pct of control), % at 4 µM. hit rate 1.5% among 140,000. AID 841, 2007; in the data active means protection mostly above about 24%, no sharp cut-off; inactive means mostly below about 26%; further: some compounds called inactive have numbers as strong as hits
E-sel TNF inh: E-selectin induction blockers in HUVEC – imaging, immunofluorescence, high content, primary screen; HUVEC TNFa-induced E-selectin immunofluorescence; inhibition, % at 2 µM; hit rate 0.71% among 120,000; AID 1246, 2008;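 active means inhibition above the batch mean plus 3 SD, and confirmed as a hit on visual image review, cut at about 43% in these data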;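 further: 0% = TNF-stimulated DMSO wells and 100% = unstimulated control wells; not every result past the cut was called active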
bCat KO growth: primary screen for growth suppressors in beta-catenin knockout HCT116 cells (colon tumor, human); viability, % at 10 µM; HCT116 beta-catenin knockout viability, CellTiter-Glo, 60 h; active compounds read low; AID 818, 2007; hit rate 1.5% among 140,000;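 active means viability at or under a set limit, the compound median less 4 SD, cut at about 6% in these data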;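 further: 0% = Hyamine 1622 control at 20 µM and 100% = untreated cell control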
Yeast life ext: compounds extending yeast replicative lifespan, primary screen, S. cerevisiae, OD615 | S. cerevisiae growth with nicotinamide; deaD strain in restrictive glucose medium | hit rate 0.68% among 130,000 | inhibition of the nicotinamide effect, % at 10 µM;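 active means inhibition above a set limit, placed 3 SD over the median of all compounds, cut at about 26% in these data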;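 further: 0% = nicotinamide-treated wells and 100% = cells grown without nicotinamide; some compounds called inactive have numbers as strong as hits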
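Material: Modified budding yeast, DeaD strain | Medium: Restrictive glucose medium | Probe or stimulus: 1.5 mM nicotinamide | Dosing: Single dose 10 µM compound, 0.25% DMSO | Times: 48 h at 30 °C | Technique: OD615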
NPY Y2 blocker: NPY-Y2 receptor antagonists, primary screen, cell-based. hit rate 0.99% among 140,000. AID 793, 2007. NPY-Y2 expressing cells, antagonist mode. inhibition, % at 2.7 µM. Neuropeptide Y receptor type 2 (Homo sapiens), P49146; in the data active means inhibition above about 17%;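 further: 0% = vehicle with agonist challenge and 100% = reference antagonist with challenge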
Target sequence (P49146 whole entry, looked up): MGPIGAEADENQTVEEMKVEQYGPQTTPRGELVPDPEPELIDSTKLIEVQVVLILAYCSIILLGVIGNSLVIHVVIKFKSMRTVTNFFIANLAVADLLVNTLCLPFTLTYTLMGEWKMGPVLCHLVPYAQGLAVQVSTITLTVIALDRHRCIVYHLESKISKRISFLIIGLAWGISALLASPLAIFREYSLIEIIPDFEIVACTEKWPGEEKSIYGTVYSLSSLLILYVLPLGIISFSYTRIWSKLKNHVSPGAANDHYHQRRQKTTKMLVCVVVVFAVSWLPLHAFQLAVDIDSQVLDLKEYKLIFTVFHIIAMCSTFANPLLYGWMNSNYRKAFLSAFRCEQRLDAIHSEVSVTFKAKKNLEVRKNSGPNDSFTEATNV
Active calls of the source: *; . = not tested or not shown. No enrichment for hits, and some 6.1% of all compounds hit somewhere here.

SMILES | GALR2 blocker | Phagocyt inh | PTEN del growth | MRP1 act | BB579 growth dn | Measles CPE | E-sel TNF inh | bCat KO growth | Yeast life ext | NPY Y2 blocker
O=C(COC(=O)c1ccc([N+](=O)[O-])s1)NC(c1ccccc1)c1ccccc1 | 4 | -4 | 94 | -1.6 | -20 | 36 | . | 95 | 2 | 0
COC(=O)C1C(=O)C2=C(CC1C)NC(=O)CC2c1ccc(O)c(OC)c1 (centres undefined) | 2 | . | 86 | -2.6 | -30 | 24 | -6 | 98 | -12 | 1
Cc1cc2nc(SCCN3CCOCC3)[nH]c2cc1C | -8 | . | 97 | 0.2 | -17 | 27 | -9 | 84 | . | 2
CN1CCCC(OC(=O)COc2ccccc2)C1 (centres undefined) | -8 | 1 | 105 | 0.2 | 17 | 8 | . | 99 | -2 | 3
CCN(CC)S(=O)(=O)c1cc(C(=O)OCC(=O)c2ccc3c(c2)NC(=O)CO3)ccc1Cl | -1 | 0 | 97 | -2.3 | -39 | 7 | 31 | 90 | -2 | -4
Cn1c(=O)n(CCCOc2ccc(Br)cc2)c2ccccc21 | -5 | -1 | 85 | -1.0 | 11 | 19 | 13 | 86 | -10 | 8
CCOC(=O)CSc1cc(C)nc(NC(C)=O)n1 | -5 | -1 | 87 | -0.1 | -31 | . | -1 | 99 | -20 | 1
Cc1ccc(S(=O)(=O)Nc2ccc(Cl)cc2C(=O)c2ccccc2)cc1 | 2 | -12 | 75 | 0.9 | 5 | 19 | -15 | 86 | 3 | 4
O=C1OC(Cc2ccccn2)C(O)=C1C1=NCCCN1 (centres undefined) | -7 | -5 | 107 | -0.7 | -10 | 34 | . | 87 | 1 | 2
O=C(CCN1CCOCC1)NCC1COc2ccccc2O1 (centres undefined) | -5 | . | 104 | 0.1 | -18 | 4 | 2 | 98 | . | 2
CCCC(=O)Nc1c(C)nn(C(=O)CCC)c1C | -3 | -1 | 101 | -1.6 | -18 | 16 | -26 | 110 | 9 | 1
Cc1cc(C)c2c(c1)SC1=NC(c3ccccc3)(C(F)(F)F)NC(=O)N12 (centres undefined) | -2 | 0 | 93 | -2.4 | 26 | 8 | 27 | 91 | 10 | 1
O=C(NC(NNc1ccc([N+](=O)[O-])cc1)(C(F)(F)F)C(F)(F)F)c1ccc(F)cc1 | 17 | . | 78 | -2.4 | -15 | 3 | -7 | 82 | -3 | 2
CCCCN(CC)S(=O)(=O)c1ccc(C(=O)Nc2nnc(CSC)o2)cc1 | -12 | -4 | 22 | -3.5 | -16 | 15 | . | 18 | -2 | 7
CCn1ncc(Cl)c1C(=O)NC(C)c1ccccc1 (centres undefined) | -5 | -1 | 96 | -3.8 | 9 | 6 | 13 | 101 | 6 | 2
COc1ccc(/C=N\NC(=O)COc2ccccc2)c(C(=O)O)c1OC | -12 | -1 | 97 | 0.7 | -27 | 9 | . | 97 | -1 | 2
COc1ccc2nc(N/C(N)=N/C(=S)Nc3cccc(C)c3)nc(C)c2c1 | -6 | . | 68 | -3.9 | 2 | 3 | . | 63 | . | 6
Cc1ccccc1NC(=O)CSCCN1C(=O)c2ccccc2C1=O | -11 | . | 95 | 0.9 | -12 | 18 | . | 91 | 0 | 2
CCOC(=O)CSc1ccc2nnc(-c3cccs3)n2n1 | -4 | . | 101 | -1.9 | -21 | 6 | . | 103 | -5 | 2
O=C1C2C3C=CC(C3)C2C(=O)N1c1n[nH]c(CCc2ccccc2)n1 (centres undefined) | -5 | -1 | 113 | 0.2 | -14 | 2 | 3 | 102 | -6 | 4
CC1(C)C2CC=C(/C=N/NC(=O)c3ccccc3Br)C1C2 (centres undefined) | 4 | -7 | 94 | 0.1 | -11 | 12 | -6 | 95 | -1 | 7
CCOC(=O)N/N=C\C=C\c1ccco1 | -15 | -9 | 91 | 1.1 | -21 | 7 | 12 | 95 | -6 | 0
COc1ccc(N(Cc2cc(=O)[nH]c3ccccc23)C(=O)c2ccco2)cc1 | 5 | 2 | 81 | -3.8 | -37 | 6 | . | 80 | -6 | 0
CCCn1nnc(NC(=O)Cc2ccc(Cl)cc2)n1 | -4 | . | 98 | 0.5 | -39 | 14 | -28 | 95 | . | 1
Cc1occc1C(=O)NCc1ccc2c(c1)OCO2 | -11 | -3 | 93 | -2.5 | -15 | 7 | 12 | 85 | -6 | 3
Cc1ccc(CCNC(=O)C2CCCN(C(=O)c3cc4sccc4n3C)C2)cc1 (centres undefined) | -5 | -1 | 89 | -0.2 | -9 | 19 | -15 | 96 | -12 | 4
CCNC(=O)CC1C(=O)N(c2ccc(C)cc2)C(=O)N1Cc1ccccn1 (centres undefined) | 5 | -3 | 100 | -0.3 | -35 | 8 | -7 | 91 | -9 | 1
COc1cc2c(cc1OC)C(c1ccco1)CC(=O)N2 (centres undefined) | 10 | 0 | 92 | -0.9 | 2 | 5 | -28 | 98 | 4 | 2
COc1ccc(NC(=S)Nc2cc(-c3ccccc3)[nH]n2)cc1Cl | 9 | 0 | 83 | -0.5 | -14 | 1 | -31 | 89 | -14 | 3
Cc1ccc(S(=O)(=O)NCC(=O)N(CC(=O)NCc2ccco2)Cc2cccs2)cc1 | 1 | . | 77 | -0.6 | -11 | 8 | -13 | 79 | -11 | -2
CCCS(=O)(=O)N1CCC(C(=O)NCc2ccc(F)cc2)CC1 | 1 | 0 | 89 | -1.0 | 7 | 14 | -21 | 85 | 1 | -4
COc1cc(/C=N/NC(=O)c2[nH]nc3c2CCc2ccccc2-3)ccc1O | 3 | 10 | 30 | -4.1 | -56 | 8 | . | 40 | -4 | 2
Nn1c(COc2ccccc2)nc2ccccc2c1=O | -3 | 1 | 100 | -1.8 | -20 | 20 | . | 101 | -10 | 1
Cc1cc(NC(=O)c2ccc(S(=O)(=O)N(C)C)cc2)no1 | -5 | 0 | 105 | -0.2 | -26 | 44 | . | 98 | -11 | 4
Cc1nc2cc(C(=O)O)ccc2n1-c1ccccc1 | 0 | 0 | 97 | -3.2 | -28 | 4 | . | 91 | 18 | 0
Cc1nc2nc(SCC(=O)N3CCOCC3)nn2c(C)c1Cc1ccccc1 | 3 | 1 | 98 | -3.0 | -22 | 20 | . | 89 | -6 | 4
O=C(CSc1nnc2ccccn12)c1ccc(OC(F)F)cc1OC(F)F | 10 | 0 | 101 | -0.1 | -40 | 12 | . | 97 | -2 | 2
CS(=O)(=O)N(CC(=O)Nc1ccc(S(=O)(=O)N2CCCC2)cc1)c1ccccc1F | 3 | -1 | 105 | -1.2 | -42 | 6 | . | 93 | 4 | -1
CC(OC(=O)c1cccc(S(=O)(=O)Nc2ccccc2F)c1)C(=O)NCc1ccc2c(c1)OCO2 (centres undefined) | -1 | -6 | 92 | 2.0 | -8 | 12 | . | 95 | -1 | 2
CCc1c(C)nc(SCC(N)=O)c(C#N)c1C | 1 | 0 | 83 | -1.8 | -3 | 3 | . | 103 | -12 | -2

3 entries from above, arranged by SMILES length, low to high.
SMILES | GALR2 blocker | Phagocyt inh | PTEN del growth | MRP1 act | BB579 growth dn | Measles CPE | E-sel TNF inh | bCat KO growth | Yeast life ext | NPY Y2 blocker
Nn1c(COc2ccccc2)nc2ccccc2c1=O | -3 | 1 | 100 | -1.8 | -20 | 20 | . | 101 | -10 | 1
CCCS(=O)(=O)N1CCC(C(=O)NCc2ccc(F)cc2)CC1 | 1 | 0 | 89 | -1.0 | 7 | 14 | -21 | 85 | 1 | -4
Cc1nc2nc(SCC(=O)N3CCOCC3)nn2c(C)c1Cc1ccccc1 | 3 | 1 | 98 | -3.0 | -22 | 20 | . | 89 | -6 | 4

Carrying on:
SMILES | GALR2 blocker | Phagocyt inh | PTEN del growth | MRP1 act | BB579 growth dn | Measles CPE | E-sel TNF inh | bCat KO growth | Yeast life ext | NPY Y2 blocker
Cc1ccc(S(=O)(=O)NC(N)=NCCc2ccccc2)cc1C | -8 | 2 | 89 | -0.1 | -30 | 4 | . | 95 | 0 | 3
COc1ccc(CC(=O)Nc2cccc(-c3nnc(-c4ccccc4)o3)c2)cc1OC | 12 | 2 | 23 | 0.3 | -69 | 10 | -9 | 50 | -14 | 4
O=C1CC(N(Cc2ccco2)C(=O)Nc2ccc(F)cc2)C(=O)N1c1ccc(F)cc1 (centres undefined) | 18 | 0 | 83 | -0.9 | -60 | 2 | -13 | 83 | -9 | 5
O=C(COC(=O)c1cc2ccccc2oc1=O)Nc1cccc(S(=O)(=O)N2CCCCCC2)c1 | -5 | -3 | 91 | -2.1 | -43 | 11 | . | 96 | 5 | 2
Cn1c(C(=O)NC2CCCC2)cc2c(=O)n(C)c3ccccc3c21 | -1 | 0 | 71 | -3.6 | -5 | 9 | -19 | 69 | -9 | -1
O=C(O)CNC(=S)N(Cc1ccco1)Cc1ccccc1Cl | -3 | -4 | 94 | -1.1 | -13 | 3 | 14 | 79 | -5 | 1
O=C(NCC1CCCO1)C1c2ccccc2C(=O)N1Cc1ccc2c(c1)OCO2 (centres undefined) | -7 | . | 96 | -2.0 | -7 | 16 | -14 | 98 | 2 | 1
OCCN(Cc1ccccc1)Cc1ccc(Cl)cc1 | 10 | -1 | 83 | -1.4 | -30 | 6 | -92 | 73 | -6 | 0
CCOC(=O)c1sc(NC(=O)COC(=O)CNC(=O)C2CCCCC2)c(C(=O)OCC)c1C | 2 | -1 | 97 | -0.5 | -27 | 27 | . | 88 | 2 | 1
COC(=O)C1=C(N)Oc2cc(C)n(Cc3cccnc3)c(=O)c2C1c1ccccc1OC (centres undefined) | 8 | -1 | 84 | -0.9 | -39 | 6 | -36 | 89 | -2 | 1
CC(=O)c1c(OC(=O)c2ccccc2Br)ccc2c(C)cc(=O)oc12 | 16 | -6 | 98 | -3.4 | -42 | 5 | 6 | 93 | -2 | 3
CC(/C=N/n1c(-c2ccc(C)cc2)n[nH]c1=S)=C\c1ccco1 | 2 | -12 | 81 | -3.0 | -2 | 15 | -13 | 80 | 3 | 1
Cc1c(NC(=O)Cn2ccc([N+](=O)[O-])n2)c(=O)n(-c2ccccc2)n1C | -4 | . | 102 | -0.2 | -41 | 23 | -46 | 93 | -12 | -1
Cc1ccc(CC2SC(=Nc3ccccc3)N(c3ccccc3)C2=O)cc1 (centres undefined) | -6 | -4 | 70 | 5.7* | -47 | 5 | 0 | 83 | 12 | 2
O=C(COc1ccccc1F)Nc1nnc(-c2ccncc2)s1 | 0 | 0 | 99 | 1.1 | -35 | 6 | 27 | 98 | -2 | 0
CCN(Cc1nc2ccccc2c(=O)[nH]1)Cc1cc(=O)oc2cc(OC)ccc12 | -1 | -2 | 97 | -2.9 | 15 | 17 | -10 | 96 | -6 | 0
